Bcl-W Bim block – inhibitors of Bim binding to Bcl-W, primary screen, biochemical, multiplexed, bead-based flow cytometry; inhibition, % at 10 µM; actives 0.02% (n = 190,000); Bcl-2-like protein 2 (Homo sapiens), Q92843; Bim peptide-Bcl-W binding; AID 952, 2007;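 also: 0% = bound tracer without compound and 100% = peptide blocker; higher means less fluorescent Bim peptide bound to Bcl-W beads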
Target sequence (Q92843 whole entry, looked up): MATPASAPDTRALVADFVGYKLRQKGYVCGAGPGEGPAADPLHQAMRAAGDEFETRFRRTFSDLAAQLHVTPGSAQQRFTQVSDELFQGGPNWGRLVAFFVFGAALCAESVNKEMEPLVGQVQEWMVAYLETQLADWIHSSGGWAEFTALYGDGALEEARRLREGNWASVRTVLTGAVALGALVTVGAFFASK
RGS8-Gao reg – RGS8-Galphao binding modulators, primary screen, biochemical, multiplexed bead flow cytometry; Guanine nucleotide-binding protein G(o) subunit alpha (Homo sapiens), P09471; actives lie on both sides; response (percent of control binding), % at 10 µM; actives 0.34% (n = 220,000); AID 1423, 2008; in the data active = response below about 60% or above about 140%; inactive = in between;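 also: Galphao activated as the GDP aluminium fluoride complex binding bead-coupled RGS8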
Bim-Bcl-B – inhibitors of Bim-Bcl-B binding, primary screen, biochemical, multiplexed, human Bcl-2 family. actives 0.073% (n = 190,000). inhibition, % at 10 µM. bead-based flow cytometry, Bim peptide-Bcl-B binding. Bcl-2-like protein 10 (Homo sapiens), Q9HD36;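 also: 0% = tracer peptide without compound and 100% = reference inhibitor peptide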
Bcl-XL Bim block – inhibitors of Bim-Bcl-XL binding, primary screen, biochemical, multiplexed, bead flow cytometry, human Bcl-XL | Bcl-2-like protein 1 (Homo sapiens), Q07817 | Bim peptide-Bcl-XL binding, fluorescence | inhibition, % at 10 µM | actives 0.04% (n = 190,000)
Target sequence (Q07817 whole entry, looked up): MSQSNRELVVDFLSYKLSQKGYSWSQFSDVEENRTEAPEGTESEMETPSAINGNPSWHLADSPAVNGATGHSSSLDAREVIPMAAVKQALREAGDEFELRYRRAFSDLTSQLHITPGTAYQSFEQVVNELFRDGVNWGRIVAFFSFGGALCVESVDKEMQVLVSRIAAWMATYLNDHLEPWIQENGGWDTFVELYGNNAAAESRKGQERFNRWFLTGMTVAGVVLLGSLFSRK
GSH bead fluor – compound fluorescence on glutathione beads, profiling panel, artefact control, biophysical, 488/530 nm, flow cytometry; GSH beads flow cytometry, compound fluorescence 488/530 nm; stronger effect = higher value; fluorescence (KMESF) at 10 µM; actives 0.25% (n = 190,000); in the data active = fluorescence above about 89;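 also: glutathione beads carrying GST-tagged Bcl family fusion proteins plus one bare bead set; values are compound well signal with DMSO vehicle wells as background; inactives centre near 16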
RGS7-Gao – RGS7-Galphao binding modulators, primary screen, biochemical, multiplexed bead flow cytometry; Guanine nucleotide-binding protein G(o) subunit alpha (Homo sapiens), P09471; actives lie on both sides; binding response (% of control), % at 10 µM; actives 0.35% (n = 220,000); in the data active = binding response below about 49% or above about 150%; inconclusive = no clear call, values can overlap the other calls; inactive = in between;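 also: fluorescent Galphao held in activated GDP-AlF4 state binding bead-coupled RGS7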
Bim-Mcl-1 – inhibitors of Bim peptide binding to Mcl-1, primary screen, biochemical, bead-based flow cytometry, multiplex; Induced myeloid leukemia cell differentiation protein Mcl-1 (Homo sapiens), Q07820; Bim peptide-Mcl-1 binding; inhibition, % at 10 µM; actives 0.1% (n = 190,000); AID 1009, 2008;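 also: 0% = no compound tracer wells and 100% = peptide blocker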
Target sequence (Q07820 whole entry, looked up): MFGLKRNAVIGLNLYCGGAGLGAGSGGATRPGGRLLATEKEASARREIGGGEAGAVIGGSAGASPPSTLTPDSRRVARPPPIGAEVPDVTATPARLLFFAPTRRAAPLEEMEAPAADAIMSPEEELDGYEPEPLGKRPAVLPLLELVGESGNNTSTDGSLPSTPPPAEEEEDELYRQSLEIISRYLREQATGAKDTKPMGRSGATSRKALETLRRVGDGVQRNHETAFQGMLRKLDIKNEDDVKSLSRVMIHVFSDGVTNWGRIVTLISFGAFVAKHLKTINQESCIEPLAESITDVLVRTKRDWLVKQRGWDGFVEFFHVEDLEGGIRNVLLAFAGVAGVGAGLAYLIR
RGS4-Gao reg – modulators of RGS4 binding to Galphao, primary screen, biochemical, multiplexed bead flow cytometry | binding response (% of control), % at 10 µM | actives lie on both sides | Guanine nucleotide-binding protein G(o) subunit alpha (Homo sapiens), P09471 | actives 0.33% (n = 220,000); in the data active = binding response below about 49% or above about 150%; inactive = in between;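 also: fluorescent Galphao activated with aluminum fluoride binding bead-coupled RGS4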
Mcl1-Bid inh – Mcl-1/Bid binding inhibitors, primary screen, biochemical, TR-FRET, 1536-well; TR-FRET Mcl-1/Bid-Dy647 peptide binding; inhibition, % at 21.7 µM; actives 0.97% (n = 220,000);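 active = compounds that cut the binding signal by more than half at the single screening dose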;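 also: His-tagged Mcl-1 with europium anti-His antibody binding Bid BH3 peptide; 0% = Mcl-1 plus peptide wells and 100% = peptide-only wells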
Bim-Bfl-1 – inhibitors of Bim binding to Bfl-1, primary screen, biochemical, multiplexed, bead-based flow cytometry; inhibition, % at 10 µM; actives 0.12% (n = 190,000); Bcl-2-related protein A1 (Homo sapiens), Q16548; Bim-Bfl-1 binding inhibition;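 also: 0% = wells without compound plus tracer and 100% = blocker peptide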
Bcl-2 Bim block – inhibitors of Bim-Bcl-2 binding, primary screen, biochemical, multiplexed, human Bcl-2 family | AID 950, 2007 | Bead-based flow cytometry, Bim peptide-Bcl-2 binding | actives 0.06% (n = 190,000) | inhibition, % at 10 µM; in the data active = inhibition above about 40%; inconclusive = no clear call, values can overlap the other calls;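 also: 0% = no compound wells with probe peptide and 100% = reference peptide inhibitor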
Target sequence (P10415 whole entry, looked up): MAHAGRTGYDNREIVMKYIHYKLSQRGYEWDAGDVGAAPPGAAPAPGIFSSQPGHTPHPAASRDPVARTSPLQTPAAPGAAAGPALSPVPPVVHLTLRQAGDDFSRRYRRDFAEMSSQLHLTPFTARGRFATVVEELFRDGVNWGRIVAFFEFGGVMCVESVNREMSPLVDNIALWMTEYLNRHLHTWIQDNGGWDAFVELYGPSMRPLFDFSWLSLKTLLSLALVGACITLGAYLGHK
* marks the source's active call; other numbers are inactive results; u = inconclusive. Rule as the data show it, unless noted: active = inhibition above about 40%.

SMILES	Bcl-W Bim block	RGS8-Gao reg	Bim-Bcl-B	Bcl-XL Bim block	GSH bead fluor	RGS7-Gao	Bim-Mcl-1	RGS4-Gao reg	Mcl1-Bid inh	Bim-Bfl-1	Bcl-2 Bim block
O=c1cc(CSc2nnnn2-c2ccccc2)nc(Nc2ccc(F)cc2)[nH]1	3	101	2	0	24	97	7	102	-71	-6	0
CCc1ccccc1NC(=S)N1CCC(C(=O)c2ccc(F)cc2)CC1	-3	103	-4	-6	31	95	-2	100	-33	-2	0
CCCCCC1CCC(c2ccc(C(N)=O)cc2)CC1 (stereo not drawn)	-1	95	6	-4	38	93	0	97	-23	0	0
CCCc1cc(C(=O)NC2CCCCC2)no1	1	100	-5	-6	19	98	0	100	-14	-10	-7
CCOC(=O)n1c(=O)n(Cc2c(Cl)cccc2Cl)c2ccccc21	-1	103	-3	0	25	104	-5	105	-2	1	-2
O=C(NCCOc1ccccc1)c1ccccc1[N+](=O)[O-]	2	101	-4	-4	8	92	0	99	-12	-5	-2
CC(C)Cn1c(N)c(-c2nc(C(C)C)c(C(=O)c3ccccc3F)s2)c(=O)n(C)c1=O	-5	106	0	1	13	u	0	107	-26	2	8
O=c1c2c(-c3ccccc3)csc2nc2n1CCC2	-4	96	-13	-13	32	107	-9	101	-7	-1	-4
CC1(C)NC(=O)N(CCSc2ccc(Cl)cc2)C1=O	0	101	0	0	11	106	-1	108	-7	-1	-2
CSc1nnc(-c2ccco2)n1-c1ccccc1	3	101	-4	-11	59	98	4	98	-37	-9	-1
COc1cc(CNc2ccc(N3CCN(C(C)=O)CC3)cc2)ccc1OCc1ccccc1	2	98	-5	-4	12	90	0	97	-56	10	7
CCOc1ccc(-n2c(=O)c3sccc3n(Cc3ccc(C)cc3)c2=O)cc1	-4	99	-4	-2	11	99	-1	101	-12	0	0
CCN(c1ccc(NC(=O)COC(=O)/C=C/c2cccs2)cc1)C(C)C	2	106	-9	1	23	105	-1	105	-32	2	1
CCNC(=O)c1c(NC(C)=O)sc2c1CCCC2	0	99	-2	0	13	98	-2	98	-13	-2	0
O=C(C1CCCN(S(=O)(=O)c2cccs2)C1)N1CCC(N2CCCCC2)CC1 (stereo not drawn)	0	100	-3	-3	19	100	-1	102	-3	-9	-7
CCOc1ccc(CNc2ncnc(N)n2)cc1	0	104	-4	-9	46	105	1	109	4	-11	-6
O=C(CC(=O)N/N=C/c1ccccc1O)NCc1cccnc1	-3	99	-3	-5	11	93	-2	97	-16	-2	-4
Cc1cc(C(=O)CN2C(=O)NC(C)(c3cccc(Br)c3)C2=O)c(C)n1Cc1ccco1 (stereo not drawn)	1	100	1	-4	9	93	-1	87	-79	4	1
Fc1ccc(NC(=S)NCc2cccnc2)cc1	0	100	-3	-1	10	u	-2	103	-35	-4	-5
CC1(C)CC2(CC(c3ccccc3)Oc3cc(O)ccc32)NC(=O)N1 (stereo not drawn)	0	102	-3	-2	26	107	1	105	-41	-1	-3
COCC(C)NCC(=O)NC(C)CCc1ccccc1 (stereo not drawn)	-6	98	-12	-8	9	103	-6	94	25	-14	-7
Cc1ccc(CNC(=O)c2cncc(Br)c2)cc1	-2	98	-5	-1	11	94	-1	93	-38	-7	-4
Oc1ccc(C=Nc2ccc(N3CCOCC3)cc2)c(O)c1	5	86	-11	0	36	88	0	86	-152	2	-2
CCOC(=O)c1[nH]c(C)c(/C(O)=C2\C(=O)C(=O)N(CCN(C)C)C2c2ccc(C)o2)c1C (stereo not drawn)	-1	100	-2	-4	48	99	-3	103	-20	-7	-4
COc1ccccc1N=C(C)C1=C(O)CSC1=O	0	97	-6	0	35	102	-2	100	-2	-5	-6
CC(C(=O)NCc1ccco1)n1cc([N+](=O)[O-])cn1 (stereo not drawn)	-3	102	-9	-3	13	99	-2	102	-11	1	6
NC(=O)c1ccsc1NC(=O)CCS(=O)(=O)c1ccccc1	-1	103	-3	-3	20	u	0	106	-8	-3	0
CC1=C(C(=O)OC(C)C)C(c2cccc([N+](=O)[O-])c2)n2c(cc(=O)[nH]c2=S)N1 (stereo not drawn)	0	101	3	1	7	97	3	99	-87	0	-1
Cc1ccc(Nc2c(-c3ccccn3)nc3cccc(C)n23)cc1	0	99	-13	0	16	98	-2	97	-85	1	0
CC(=O)Nc1ccc(S(=O)(=O)N2CCN(CCCOc3cc(C)ccc3C)CC2)cc1	3	116	-4	2	25	108	-2	108	-1	6	3
CCOc1cc(C(=O)N/N=C\c2cn(CC)nc2C)cc(OCC)c1OCC	-2	101	-4	-6	12	103	-3	101	-5	0	0
O=C(CN1CCOCC1)Nc1scc(-c2ccccc2)c1C(=O)N1CCOCC1	-1	99	0	-1	11	102	-5	104	-31	-1	-2
COc1ccc(Oc2ccc(/C=C/C(=O)c3ccc(O)cc3)cc2[N+](=O)[O-])cc1	0	101	-4	-4	18	101	-3	104	13	0	-5
Cc1cc(NC(=O)C(C)C)ncc1NC(=O)c1cccc(F)c1	-5	95	1	-2	15	99	-2	90	-16	-3	-2
O=C(Nc1nc2ccc([N+](=O)[O-])cc2s1)c1c(F)cccc1F	-5	102	-9	-5	15	u	-4	100	-3	-7	-3
O=c1[nH][nH]c(C(F)(F)F)c1C=NCc1ccc(Cl)cc1	-1	100	-9	-5	32	97	-4	97	-3	-18	-10
COc1ccc(OCCCC(=O)Nc2ncn[nH]2)cc1	0	100	-6	-3	20	101	1	101	-44	-2	-2
O=C(O)C1SCCN1S(=O)(=O)c1ccc(N=NN2CCOCC2)cc1 (stereo not drawn)	-4	106	-8	-6	55	106	-1	104	7	-5	-7
COCCCC1CCN(Cc2nc(Cc3ccccc3Cl)no2)CC1	-2	96	-3	-2	11	94	-3	96	1	-6	-4
FC(F)(F)c1ccc(/C=N/N2CCN(Cc3ccccc3)CC2)cc1	1	101	0	0	20	101	1	102	-64	0	2
O=c1c2[nH]c3ccccc3c2ncn1CCC1=CCCCC1	-1	100	-1	1	16	97	1	95	-3	0	0
COCCCNC(=O)c1cn(Cc2c(F)cccc2Cl)nn1	-4	102	-7	-8	69	101	-1	105	-17	-15	-10
O=C(c1cc([N+](=O)[O-])ccc1N1CCCC1)N1CCCC1	1	100	-2	-1	12	100	0	100	-17	-2	-1
Cc1cc(OCC(=O)Nc2ccc(F)c(F)c2)nc(C(C)C)n1	0	34*	-6	-4	29	2.3*	3	-21*	-9	-11	-5
N=c1oc2ccc3ccccc3c2cc1C(N)=S	8	101	1	3	9	99	14	99	16	-3	-1
O=C(Nc1ccc(Cl)c(S(=O)(=O)N2CCOCC2)c1)c1ccc(OCC2CCCO2)cc1 (stereo not drawn)	-2	100	-4	-2	12	u	-3	98	-12	-6	-4
CCCCCCCOC1(c2ccccc2)OC(=O)c2ccccc21 (stereo not drawn)	-3	100	-11	-5	33	102	-1	98	-20	-18	-13
CN(c1ccc(C(=O)Nc2ccccc2C(F)(F)F)cc1)S(C)(=O)=O	0	87	1	-2	33	94	-4	93	0	-1	-2
CC12CC3(C)CC(C)(C1)CC(NC(=O)N1CCCC1)(C2)C3	0	98	-2	-2	11	93	-1	98	8	0	-1
CCN(CC)c1nc2ccccc2nc1C(C#N)C(=O)NCCCOC (stereo not drawn)	4	103	1	2	42	106	2	103	-15	-4	-2
NC(=O)c1cc([N+](=O)[O-])cc2c1C=Cc1ccccc1O2	0	105	-6	0	9	103	0	101	-29	-4	-2
Cc1cc(=O)[nH]c(Sc2c(-c3ccccc3)c3ccccc3[nH]c2=O)n1	0	101	-1	-5	24	104	0	104	-29	0	-5
Cc1cc(C)c(-c2cc(NC(=O)COC(=O)c3ccc(CO)cc3)n(-c3ccccc3)n2)cc1C	-3	104	-2	-7	9	106	-3	105	6	-1	-4
COc1ccc(C2C(C#N)=C(N)Oc3c2sc2nc(C)cc(C)c32)cc1 (stereo not drawn)	16	103	2	10	6	117	6	121	-22	5	9
CCCN(CCC)C(C)C(=O)NCC1(c2ccccc2)CCCC1 (stereo not drawn)	2	97	-3	-1	16	94	-5	98	6	-2	-3
COc1ccc(N2CC(C(=O)Nc3nccs3)CC2=O)cc1 (stereo not drawn)	-1	109	-1	-3	14	107	-2	108	-8	0	-4
COC(=O)/C=c1/sc2nc3ccccc3n2c1=O	-5	90	-26	-5	26	126	-17	104	11	19	-5
CCOCCN(C(=O)COC)c1cccc(OC)c1	0	101	-5	-3	19	98	-3	101	-26	-1	-8
COc1ccc(/C=C(/C(=O)c2cccs2)N2C=CC=CC2=C(C#N)C#N)cc1	7	92	-13	-4	13	97	0	96	25	32	6
O=C1CC(N2CCCc3ccccc32)C(=O)N1c1ccccc1 (stereo not drawn)	-4	100	-6	-4	36	100	0	100	-52	-15	-6

Compound profiles, as listed above.
COc1ccc(/C=C(/C(=O)c2cccs2)N2C=CC=CC2=C(C#N)C#N)cc1 is listed with Bcl-W Bim block = 7; RGS8-Gao reg = 92; Bim-Bcl-B = -13; Bcl-XL Bim block = -4; GSH bead fluor = 13; RGS7-Gao = 97; Bim-Mcl-1 = 0; RGS4-Gao reg = 96; Mcl1-Bid inh = 25; Bim-Bfl-1 = 32; Bcl-2 Bim block = 6
O=C(c1cc([N+](=O)[O-])ccc1N1CCCC1)N1CCCC1 is listed with Bcl-W Bim block = 1; RGS8-Gao reg = 100; Bim-Bcl-B = -2; Bcl-XL Bim block = -1; GSH bead fluor = 12; RGS7-Gao = 100; Bim-Mcl-1 = 0; RGS4-Gao reg = 100; Mcl1-Bid inh = -17; Bim-Bfl-1 = -2; Bcl-2 Bim block = -1
COC(=O)/C=c1/sc2nc3ccccc3n2c1=O is listed with Bcl-W Bim block = -5; RGS8-Gao reg = 90; Bim-Bcl-B = -26; Bcl-XL Bim block = -5; GSH bead fluor = 26; RGS7-Gao = 126; Bim-Mcl-1 = -17; RGS4-Gao reg = 104; Mcl1-Bid inh = 11; Bim-Bfl-1 = 19; Bcl-2 Bim block = -5

Carrying on.
SMILES	Bcl-W Bim block	RGS8-Gao reg	Bim-Bcl-B	Bcl-XL Bim block	GSH bead fluor	RGS7-Gao	Bim-Mcl-1	RGS4-Gao reg	Mcl1-Bid inh	Bim-Bfl-1	Bcl-2 Bim block
COc1cc(/C=C/C(=O)N2C(=O)c3cccc(N)c3C2=O)cc(OC)c1OC	4	104	5	6	7	98	6	99	-18	6	12
CC1CCN(C(=O)C2CCN(CC(C)c3ccccc3)CC2)CC1 (stereo not drawn)	-4	110	-2	-6	13	107	-3	103	21	0	-4
O=c1c2cc(Cl)ccc2nc(-c2ccc([N+](=O)[O-])cc2)n1O	-1	102	-14	-5	19	106	-1	101	2	0	0
COc1ccc(NC(=O)c2ccc(Cl)nc2)cc1S(=O)(=O)N1CCCCC1	0	99	2	0	17	u	0	101	-40	-2	-3
CCc1ccc(CNC(=O)Cn2nc(-c3ccc(C)cc3)ccc2=O)cc1	1	89	-3	-2	10	99	0	98	2	-11	-5
Cc1ccccc1-n1cnc2cc(NCc3cccs3)ccc21	7	89	-12	0	12	98	0	101	-25	16	0

Compound activity from PubChem BioAssay.
